FBW7 activator – activators of human E3 ligase FBW7; normalized activity (activation), % at 26.1 µM; hit rate 0.13% among 650,000; Q969H0; AlphaScreen FBW7–phospho-cyclin E peptide binding, activator screen; in the data active = normalized activity above about 1.9%;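 note: purified mutant Fbw7 with reduced substrate affinity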
Target sequence (Q969H0 whole entry, looked up): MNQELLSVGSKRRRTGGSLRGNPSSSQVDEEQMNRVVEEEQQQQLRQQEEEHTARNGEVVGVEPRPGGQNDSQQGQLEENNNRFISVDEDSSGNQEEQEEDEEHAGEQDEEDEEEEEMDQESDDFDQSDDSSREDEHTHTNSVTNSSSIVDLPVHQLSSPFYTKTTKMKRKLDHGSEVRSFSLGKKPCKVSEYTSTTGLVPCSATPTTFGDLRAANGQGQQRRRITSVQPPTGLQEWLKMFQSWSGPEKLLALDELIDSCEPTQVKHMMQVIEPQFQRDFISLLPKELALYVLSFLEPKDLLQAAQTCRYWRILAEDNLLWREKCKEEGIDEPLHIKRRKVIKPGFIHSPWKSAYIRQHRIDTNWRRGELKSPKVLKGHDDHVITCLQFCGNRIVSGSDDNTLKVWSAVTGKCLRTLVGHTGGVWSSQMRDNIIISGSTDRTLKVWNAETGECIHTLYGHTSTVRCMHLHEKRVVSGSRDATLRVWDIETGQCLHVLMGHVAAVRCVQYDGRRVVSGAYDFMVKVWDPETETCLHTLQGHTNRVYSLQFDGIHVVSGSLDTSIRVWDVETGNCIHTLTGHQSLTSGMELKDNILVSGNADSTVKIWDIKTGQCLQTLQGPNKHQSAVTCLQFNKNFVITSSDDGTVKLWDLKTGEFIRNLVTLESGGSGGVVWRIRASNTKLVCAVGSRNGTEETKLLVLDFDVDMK
MITF primary – blocks human microphthalmia-associated transcription factor. O75030. AlphaScreen MITF homodimerization, bead proximity signal. inhibition, % at 2.6 µM. hit rate 0.91% among 650,000. AID 1259374; in the data active = inhibition above about 50%;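 note: 0% = vehicle wells with protein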
GPR151 ag – human GPR151 activation; Q8TDV0; PathHunter beta-arrestin GPR151 cells, luminescence; activation, % at 11.2 µM; hit rate 1% among 650,000; in the data active = activation above about 4.9%;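 note: 0% = median of compound wells and 100% = cells with positive control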
Target sequence (Q8TDV0 whole entry, looked up): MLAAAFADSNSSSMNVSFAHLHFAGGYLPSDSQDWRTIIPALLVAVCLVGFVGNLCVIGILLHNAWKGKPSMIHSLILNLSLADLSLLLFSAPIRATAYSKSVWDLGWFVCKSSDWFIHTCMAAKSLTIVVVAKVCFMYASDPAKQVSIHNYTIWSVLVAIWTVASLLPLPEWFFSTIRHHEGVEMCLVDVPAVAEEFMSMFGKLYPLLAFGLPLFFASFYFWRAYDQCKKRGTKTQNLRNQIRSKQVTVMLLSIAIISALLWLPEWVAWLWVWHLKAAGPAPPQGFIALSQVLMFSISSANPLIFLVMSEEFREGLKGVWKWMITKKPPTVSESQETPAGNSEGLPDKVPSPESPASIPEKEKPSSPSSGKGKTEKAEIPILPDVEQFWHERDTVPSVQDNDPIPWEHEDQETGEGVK
TEAD-YAP inh – TEAD-YAP interaction inhibition; HEK-TIYL cells, TEAD-Gal4/YAP UAS-luciferase luminescence; inhibition, % at 9.12 µM; hit rate 1.4% among 640,000; AID 1259422; in the data active = inhibition above about 32%;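 note: 0% = median of test compound wells and 100% = reference inhibitor wells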
* hit, by the source's call; . = no result given; & = joins results of further samples. Some of the compounds tested; count on the stated rates, not on these rows.

cpd | SMILES | MITF primary | TEAD-YAP inh | GPR151 ag | FBW7 activator
1 | O=C(c1ccccc1Cl)c1cc(Br)ccc1NC(=O)c1ccccc1[N+](=O)[O-] | 12.2 | -4.6 | 0.2 | -0.1
2 | CN1CCN(C(=O)COc2ccc(Cl)cc2Cl)CC1 | -1.6 | -6.7 | -0.1 | 0.0
3 | O=C(c1ccccc1Cl)c1cc(Br)ccc1NC(=O)C1CCCCC1 | 0.1 | -15.3 | -1.1 | -0.1
4 | CCc1sc(C(=O)N2CCC3(CC2)OCCO3)cc1Br | 13.3 | 13.4 | -1.4 | 0.9
5 | Cc1ccc(C(C)C)c(OC(=O)N(C)C)c1CN(C)C | 2.2 | 8.9 | 0.0 | 0.5
6 | N=C1SCC(=O)N1Cc1ccccc1 | -10.8 | -7.3 | 0.2 | -0.2
7 | CC(C)CN1CCN(Cc2ccc(Cl)cc2)CC1CCO (stereo not drawn) | 2.2 | 0.1 | 1.2 | -0.1
8 | CSc1ccc(CNC(C)C(O)c2ccccc2)cc1 (stereo not drawn) | 0.5 | 12.3 | 0.3 | 0.0
9 | CCN1C[C@]2(OC(=O)c3ccccc3NC(C)=O)CCC(OC)C34C5C[C@H]6C(OC)[C@]5(O)[C@](O)(C[C@@H]6OC)C(C[C@@H]32)[C@H]14 (stereo partly drawn) | -13.2&-6.8 | 4.2&19.0 | 4.5&1.1 | 0.0&0.0
10 | COc1ccc(-c2nn(-c3ccccc3)cc2C=C2C(=O)NC(=S)NC2=O)cc1OC | -15.1 | -18.0 | -1.0 | 0.0
11 | CC12CCC(O)CC1=CCC1C2CCC2(C)C1CCC2(O)CC#N (stereo not drawn) | 20.7 | -2.4 | -1.6 | 0.9
12 | COc1ccc(CN2CCN(Cc3ccccc3Br)CC2)cc1Br | 74.9* | -6.7 | 0.0 | 0.0
13 | CC(Cc1c[nH]c2ccccc12)N=C(N)N=C(N)N (stereo not drawn) | -5.3&3.5 | 2.6&2.6 | 0.5&-0.2 | 0.6&0.0
14 | CC1CN(c2ccc([N+](=O)[O-])c(N3CCCCC3)c2)CCN1 (stereo not drawn) | -3.9 | 2.3 | -0.2 | -0.2
15 | CN(C)Cc1ccc(OC(=O)N(C)C)c([N+](=O)[O-])c1 | -3.5 | -5.6 | 2.4 | 0.0
16 | COc1cccc(N2CCN(Cc3c(F)cccc3F)CC2)c1 | -1.5 | 3.0 | -0.7 | -0.1
17 | CCN(CC)Cc1nc2ccccc2c(=O)n1-c1ccc(F)cc1 | -6.6 | 10.1 | -1.1 | -0.1
18 | CCCCC[C@H](O)/C=C/[C@H]1C2CC(OO2)[C@@H]1C/C=C\CCCC(=O)O (stereo partly drawn) | -9.5 | . | 1.3 | .
19 | O=C(Nc1ccc(Cl)cc1C(=O)c1ccccc1)c1cc2cc([N+](=O)[O-])ccc2s1 | -0.1 | 14.1 | -0.7 | -0.2
20 | O=C(CCC/C=C\C[C@@H]1[C@@H](/C=C/[C@@H](O)COc2cccc(C(F)(F)F)c2)[C@H](O)C[C@@H]1O)NC(CO)CO | -17.9 | . | 2.0 | .
21 | O=[N+]([O-])c1ccc(N2CCNCC2)cc1N1CCCC1 | 6.5 | 9.7 | -0.5 | -0.3
22 | O=C1c2ccccc2C(=O)N1Cc1nc2ccccc2c(=O)n1-c1ccccn1 | 22.8 | 2.1 | -0.3 | 0.4
23 | O=c1c2cc(Cl)cc(Cl)c2nc(CN2CCOCC2)n1-c1ccccc1F | 7.1 | 5.9 | 16.8* | 0.0
24 | N#CC(C#N)=Cc1ccc(N2CCCC2)o1 | 23.5 | -12.7 | 3.2 | 0.3
25 | CC(=O)c1ccc(NC2=NCCCS2)cc1 | -6.8 | -11.9 | -0.5 | 0.0
26 | COC(=O)C1C2c3ccccc3OC1(C)N=c1s/c(=C\c3ccccc3OC)c(=O)n12 (stereo not drawn) | 5.2 | -5.8 | -1.3 | -0.1
27 | CC12CN([N+](=O)[O-])C3(C(N)=O)CC1CCC23C (stereo not drawn) | 11.2 | 14.6 | -0.1 | 0.3
28 | Cc1ccc(-n2c(/C=C\c3ccc(F)c(F)c3)nc3ccccc3c2=O)c(Br)c1 | -6.4 | 0.2 | 0.6 | 0.0
29 | O=c1cccc2n1CC1CC2CN(c2nc(Cl)nc(Cl)n2)C1 (stereo not drawn) | -3.8 | -11.7 | -0.4 | -0.1
30 | C=C[C@H]1CN2CC[C@H]1C[C@@H]2[C@@H](OC(=O)OCC)c1ccnc2ccc(OC)cc12 | 0.4&-12.5 | 0.0&-1.1 | -1.6&-0.8 | -0.1&-0.2
31 | CCn1c2ccccc2c2cc(CN3CCN(C(=O)COc4ccccc4)CC3)ccc21 | 38.5 | -2.1 | -0.5 | -0.4
32 | COc1ccccc1-n1c(/C=C/c2cccc(Br)c2)nc2ccccc2c1=O | 7.0 | 6.8 | 1.5 | 0.1
33 | CCOc1cccc(OCC)c2c(C)[n+](CC3CCCO3)c(C)c1-2 (stereo not drawn) | 12.7 | 5.3 | 0.7 | -0.1
34 | NCCc1c[nH]c2ccc(F)cc12 | 10.8 | 7.2 | -0.6 | -0.1
35 | CN(C)C(=O)Oc1ccc2ccccc2c1Cl | -11.1 | -48.4 | -0.7 | -0.2
36 | CCCCN=Cc1c(O)n(-c2c(C)cc(C)cc2C)c(=O)[nH]c1=O | 14.9 | 2.3 | 0.5 | 0.1
37 | CCCC1=C(C(=O)OCC)C2(C(=O)Nc3ccccc32)C(C(=O)OC(C)C)=C(N)O1 (stereo not drawn) | -6.7 | 5.1 | 0.1 | 0.0
38 | CCCCCCCCC(=O)NCc1ccc(O)c(OC)c1 | 15.4 | 2.6 | -0.9 | 0.0
39 | N#C/C(=C/c1ccc(O)c(O)c1)C(N)=S | 40.8 | 8.1 | 0.9 | -0.3
40 | CN(C)C(=O)Oc1c(Br)cc(Br)c2cccnc12 | 15.6 | 4.4 | 0.7 | -0.1
41 | O=[N+]([O-])c1ccc(N2CCN(Cc3cccc(F)c3)CC2)cc1 | 43.4 | -7.8 | -0.8 | 0.0
42 | COc1ccc2[nH]c(C)c(CCNCc3ccc(OC(F)(F)F)cc3)c2c1 | 42.1 | 9.3 | 3.3 | -0.1
43 | CC1(C)C2C[C@@H](O)[C@]3(C)C(CC[C@@]4(C)[C@H](c5ccoc5)OC(=O)[C@H]5O[C@]543)[C@@]2(C)[C@@H](O)C[C@H]1O (stereo partly drawn) | 20.5 | 2.2 | 0.8 | 0.1
44 | CCN1CC2(COC)CCC(OC)C34C5C[C@]6(O)C(OC)C[C@@](OC(C)=O)(C5[C@H]6OC(=O)c5ccc(OC)cc5)[C@@H]([C@H](OC)C23)[C@@H]14 (stereo partly drawn) | 9.3 | -1.3 | -0.2 | 0.0
45 | COc1cc(/C=C/[N+](=O)[O-])ccc1OC(=O)C=C(C)C | 15.1 | 11.7 | -1.8 | 0.0
46 | COc1cc(OC)c(OC)cc1CN1CCN(C(=O)Cc2ccccc2)CC1 | 42.1 | -4.7 | -0.3 | -0.1
47 | CN1C(=O)N(C)C(=O)C(CCc2ccccn2)(CCc2ccccn2)C1=O | 14.9 | -5.7 | -0.8 | 0.5
48 | CCN1CCN(C(=O)COc2ccc(Cl)c(C)c2)CC1 | 7.5 | -8.2 | 1.8 | 0.1
49 | CCCCCCCCCCCC[N+](C)(C)CCOc1ccccc1 | -12.6 | 7.6 | 4.4 | 0.0
50 | CC1(C)CC(=O)C(C=NCCN2CCN(C(=O)Cc3ccccc3)CC2)=C(O)C1 | 3.0 | 1.9 | 0.2 | 0.0
51 | COc1ccc(CNC2CN3CCC2CC3)cc1 (stereo not drawn) | 12.6 | -8.3 | 0.3 | -0.1
52 | Cc1ccc2c(c1)P(=S)(N(C(C)C)C(C)C)C(N(C)C)=N2 (stereo not drawn) | 2.6 | -6.2 | 1.9 | -0.1
53 | COc1cccc([C@@H]2CCN(CC(=O)Nc3cc(Cl)ccc3OC)C[C@H]2O)c1 | 10.5 | 5.2 | 0.0 | 0.1
54 | CCOc1ccc(-n2nnnc2CN2CCN(C(=O)Cc3ccc(Cl)cc3)CC2)cc1 | -7.8 | 9.9 | -1.5 | 0.1
55 | COc1ccc(-c2nn(CCC#N)cc2C(=O)Nc2ccc(C(C)=O)cc2)cc1 | 10.6 | 8.5 | 0.9 | -0.4
56 | CN(C)S(=O)(=O)c1ccc(C(=O)N2CCC(=O)CC2)cc1 | 0.4 | 3.2 | 0.5 | 0.0

(more compounds)
cpd | SMILES | MITF primary | TEAD-YAP inh | GPR151 ag | FBW7 activator
57 | Cc1nc2ccccc2c(=O)n1-c1c(Cl)cccc1Cl | 5.1 | 2.6 | 1.1 | 0.1
58 | CC1(C)CN=C(Nc2ccccc2C(F)(F)F)S1 | -7.8 | -0.3 | -0.7 | 0.2
59 | N/C(=N/[N+](=O)[O-])N1CCN(C(=O)Nc2ccccc2)CC1 | 19.1 | 6.3 | -1.0 | 0.0
60 | CCC(CO)NC(=O)[C@@H]1C=C2c3cccc4[nH]cc(c34)C[C@H]2N(C)C1 (stereo partly drawn) | 21.7&31.6&22.4&-1.3&4.3 | 11.8&-7.9&4.8 | -0.1&-2.1&-1.8&-0.5&0.4 | -0.3&-0.4&-0.1&-0.2&-0.2
61 | O=C(Nc1nccs1)c1c(O)c2c(n(Cc3ccco3)c1=O)CCCC2 | 9.5 | 4.5 | 1.0 | 0.0
62 | Cc1cc(N2C(=O)C3CCCN3C2c2ccccc2C)no1 (stereo not drawn) | -4.1 | -3.1 | -1.1 | 0.0
63 | COc1ccc2ccc(OC)c(C=C3C(=O)N(C)C(=S)N(C)C3=O)c2c1 | -1.0 | -6.5 | -0.3 | -0.1
64 | C=CCOC(=O)C1=C(C)OC(N)=C(C(=O)OCCCC)C12C(=O)Nc1ccccc12 (stereo not drawn) | 5.6 | 9.6 | -0.8 | 0.0
65 | O=S1(=O)CC2(N3CCOCC3)CCCCCCC21 (stereo not drawn) | 1.6 | 7.3 | -0.4 | -0.1
66 | CCCCn1c(=O)c(C(=O)NCc2ccc3c(c2)OCO3)c(O)c2ccccc21 | -8.8 | -3.6 | -1.3 | 0.0
67 | COc1ccc(CCNC2CCC(C)CC2)cc1 (stereo not drawn) | -3.7 | 7.6 | 0.4 | -0.2
68 | Cc1cc(OCC(=O)c2ccccc2)c2c3c(c(=O)oc2c1)CCCC3 | 20.6 | 6.6 | -0.8 | 0.1
69 | CCNc1ccc(P(=S)(N(C)C)N(C)C)cc1 | -1.8 | -5.8 | 1.1 | -0.1
70 | CCC1CCCCN1C(=O)CN1C2CCC1CC(O)(c1ccccn1)C2 (stereo not drawn) | 37.1 | -3.5 | 0.9 | 0.0
71 | O=C1Nc2ccccc2/C1=C/c1nc2ccccc2c(=O)n1-c1ccccc1 | 6.8 | 10.0 | 0.7 | -0.2
72 | ClC1=C(Cl)C2(Cl)C(CBr)CC1(Cl)C2(Cl)Cl (stereo not drawn) | 9.6 | 10.7 | -0.3 | 0.0

Entries above containing a nitro group on carbon (7):
cpd | SMILES | MITF primary | TEAD-YAP inh | GPR151 ag | FBW7 activator
1 | O=C(c1ccccc1Cl)c1cc(Br)ccc1NC(=O)c1ccccc1[N+](=O)[O-] | 12.2 | -4.6 | 0.2 | -0.1
14 | CC1CN(c2ccc([N+](=O)[O-])c(N3CCCCC3)c2)CCN1 (stereo not drawn) | -3.9 | 2.3 | -0.2 | -0.2
15 | CN(C)Cc1ccc(OC(=O)N(C)C)c([N+](=O)[O-])c1 | -3.5 | -5.6 | 2.4 | 0.0
19 | O=C(Nc1ccc(Cl)cc1C(=O)c1ccccc1)c1cc2cc([N+](=O)[O-])ccc2s1 | -0.1 | 14.1 | -0.7 | -0.2
21 | O=[N+]([O-])c1ccc(N2CCNCC2)cc1N1CCCC1 | 6.5 | 9.7 | -0.5 | -0.3
41 | O=[N+]([O-])c1ccc(N2CCN(Cc3cccc(F)c3)CC2)cc1 | 43.4 | -7.8 | -0.8 | 0.0
45 | COc1cc(/C=C/[N+](=O)[O-])ccc1OC(=O)C=C(C)C | 15.1 | 11.7 | -1.8 | 0.0

Remaining list, next part
cpd | SMILES | MITF primary | TEAD-YAP inh | GPR151 ag | FBW7 activator
73 | CN(CCN(C)C(C)(C)C)C(=O)C(O)(c1ccccc1)c1ccccc1 | 8.9 | 5.5 | -0.1 | 0.0
74 | O=C(Cn1c[n+]([N-][N+](=O)[O-])cn1)N1CCN(C(=O)Cn2c[n+]([N-][N+](=O)[O-])cn2)CC1 | -3.0 | -0.7 | 0.8 | 0.4
75 | CC(=O)OCC1=C(C(=O)O)N2C(=O)[C@@H](NC(=O)CCC[C@@H](N)C(=O)O)[C@H]2SC1 | -19.8&-0.3 | -5.9&-8.8 | -0.5&-0.5 | 0.0&-0.1
76 | O=C(Oc1cccc2ccccc12)N1CCOCC1 | -7.5 | -1.4 | -0.5 | -0.1
77 | CC(C)CCN1CCN(Cc2ccc(Cl)cc2)CC1CCO (stereo not drawn) | 6.2 | 10.6 | 0.7 | 0.0
78 | Fc1ccccc1CNC1CN2CCC1CC2 (stereo not drawn) | -12.9 | 2.6 | -1.1 | -0.2
79 | CC(=O)c1ccc2[nH]cc(CC(C)N)c2c1 (stereo not drawn) | -10.1 | 7.0 | -1.1 | -0.1
80 | C[C@H]1OC[C@@H](C[N+](C)(C)C)O1 | 2.7 | 1.8 | -0.7 | -0.1
81 | O=C1NC(=O)C(=Cc2ccc(Br)s2)C(=O)N1 | 1.8 | -4.3 | 0.4 | -1.2
82 | Nc1ncc(CN2CCCC(C(=O)c3cccc(Cl)c3)C2)cn1 (stereo not drawn) | 6.7 | -1.5 | -0.3 | 0.1
83 | CCOc1ccccc1NC(=O)CCc1nc(C2=CCN(C)CC2)no1 | 11.3 | -6.5 | -0.8 | 0.5
84 | O=C(NC(O)C(Cl)(Cl)Cl)c1cccs1 (stereo not drawn) | -3.4 | -8.7 | 0.3 | 0.0
